ERK EGF inh – EGF-driven ERK pathway inhibition; HEK293-V1b, EGF-stimulated phospho-ERK AlphaScreen; Potency, µM (titrated, usually from 11.5 µM), for inactives: at the top dose activity change, negative = inhibition, actives largely listed as inhibitors; 0.41% of 130,000 active; AID 1454; active = well fitted inhibition curve with a large enough effect; inconclusive = small, poorly fitted or top-dose-only effect, or effect the other way;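 note: plate controls were stimulated vehicle wells for no effect and unstimulated vehicle basal for full effect; nearly all actives have a fitted effect of over 55% in size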
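EGF-stimulated (25 nM, 5 min) phospho-ERK in HEK293 cells stably expressing V1b, cells pretreated 30 min with compound at 37C. Homogeneous AlphaScreen read on lysates.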
* = called active by the depositor; ? = inconclusive; [ ] = dose if it differs, or a comment. Potency is the fitted concentration of half-maximal effect. This is a subset, so the mix of outcomes need not match the whole.

SMILES | ERK EGF inh
COc1cccc(CN(C)C(=O)c2cccnc2SC)c1OC | -3%
COc1ccc(C(=O)Nc2ccc(C(=O)Nc3nccs3)cc2)cc1[N+](=O)[O-] | 8%
Cc1cc(C)n(/N=C/c2ccc(O)cc2)c(=O)c1C#N | -7%
CC(OCCN1CCCC1)(c1ccc(F)cc1)c1ccc(F)cc1 | 10%
Cc1ccccc1OCC(=O)N1CCCc2ccccc21 | -18%
Cc1ccc(NC(=S)NNc2ccc([N+](=O)[O-])cc2S(=O)(=O)Nc2ccccc2C(=O)O)cc1C | ?
Cc1ccsc1/C=C(\C#N)C(=O)NC1CCS(=O)(=O)C1 (stereo not drawn) | 4%
O=C(NCC1(c2ccccc2)CCCC1)C(=O)NCC1(c2ccccc2)CCCC1 | -10%
COc1ccccc1Nc1nc(N)nc(CSC(=S)N2CCN(c3ccccc3)CC2)n1 | 1%
O=C(NNC(=O)C1CC1c1ccccc1)c1ccccc1[N+](=O)[O-] (stereo not drawn) | -2%
CC[C@@H]1OC(=O)[C@H](C)[C@H](O[C@@H]2C[C@](C)(OC)[C@H](O)[C@H](C)O2)[C@H](C)[C@H](O[C@@H]2O[C@@H](C)C[C@@H](N(C)C)[C@@H]2O)[C@](C)(O)C[C@H](C)C(=O)[C@H](C)[C@H](O)[C@]1(C)O | -2%[25.7 µM]
O=C(NC1=NCCS1)c1ccccc1OCc1ccc(F)cc1 | 11%
CCCCCC/C=C/c1ccc(OC)c([C@H]2[C@H]3C=CC[C@@H](C)[C@@H]3C(=O)N2Cc2ccccc2)c1 | 3%[57.5 µM]
Cc1cc2ccccc2c(=O)n1CC(=O)Nc1ccc2c(c1)OCO2 | 8%
O=C(O)/C=C\C(=O)NNC(=O)c1cc(-c2ccccc2)n[nH]1 | -9%[57.5 µM]
COc1cccc(OCc2nc(-c3ccc(Br)o3)no2)c1 | -5%
Cc1c(/C(O)=C2/C(=O)C(=O)N(CCN3CCOCC3)C2c2ccccn2)cnn1-c1ccccc1 (stereo not drawn) | -3%
COc1cc(/C=C2\C(C)=C(C#N)c3nc(N)c(C#N)c(C)c32)ccc1OCC(=O)O | -8%[57.5 µM]
COc1ccc(C2c3ccsc3CCN2C(C)=O)cc1 (stereo not drawn) | -2%[57.5 µM]
O=C(N1CCCC1)C12CC3CC(C1)CC(C(=O)N1CCCC1)(C3)C2 | -10%[57.5 µM]

Reprinted at random: 2 records from the list, in no set order.
SMILES | ERK EGF inh
Cc1c(/C(O)=C2/C(=O)C(=O)N(CCN3CCOCC3)C2c2ccccn2)cnn1-c1ccccc1 (stereo not drawn) | -3%
CC(OCCN1CCCC1)(c1ccc(F)cc1)c1ccc(F)cc1 | 10%

Next part.
SMILES | ERK EGF inh
COc1ccc(C(=O)Cc2nnc(C)s2)c(OC)c1 | 12%
O=C(Oc1ccccc1)N1CCC[C@@]2(CCN(c3ccncc3)C2)C1 | -8%
Nc1nccc(/C=C/c2c(F)cccc2Cl)n1 | -6%
Cc1cc(NC(=O)CN2C(=O)NC3(CCC(C)CC3)C2=O)no1 (stereo not drawn) | -2%
CCOc1ccc(C(=O)NCC(=O)Nc2ccc(N3CCOCC3)cc2)cc1OCC | 14%
CCN1/C(=C/c2ccc3ccc(C)cc3[n+]2CC)Sc2ccccc21 | -10%
C=C1CCC2C(C)(C)[C@H](O)CC[C@@]2(C)[C@@H]1COc1cc(=O)oc2ccccc12 (stereo partly drawn) | -3%
O=C(O)COc1ccccc1/C=N/NC(=O)CSc1nc2ccccc2n1Cc1ccccc1Cl | -3%[57.5 µM]
CCC(=O)NCCNc1ccc([N+](=O)[O-])cn1 | 6%
CCN1CNC(=S)N(c2ccccc2OC)C1 | 7%
Cc1ccc(CNC(=O)Nc2ccc3c(c2)N(C)C(=O)CS3)cc1 | ?
O=C(N/C(=C/c1ccc(Cl)cc1)C(=O)N1CCCC1)c1ccccc1 | -13%[57.5 µM]
COc1ccc(NC(=O)c2cccc(-n3c(C)ccc3C)c2)c(OC)c1 | 8%
O=C(COC(=O)Cc1ccc(Br)cc1)NC1CCCCCC1 | -1%
O=C(COC(=O)c1cc(-c2ccco2)nc2ccccc12)NCc1ccc2c(c1)OCO2 | 4%
CC(C)c1cccc(C(C)C)c1NC(=O)COC(=O)c1ccc2c(c1)S(=O)(=O)c1ccccc1C2=O | 0%
CCN(CC)CCC(c1ccc(N(C)C)cc1)c1c(OC)cc(OC)c2ccc(=O)oc12 (stereo not drawn) | -12%[57.5 µM]
CCOCCCNC(=S)N(Cc1ccccc1)Cc1nc2ccccc2c(=O)[nH]1 | 7%
CCOc1ccc(OCC)c(NC(=O)CSc2nnnn2CC)c1 | 2%
O=C(c1ccccc1F)N(Cc1nc2ccccc2c(=O)[nH]1)C1CCCC1 | 1%
CN(C)C(=O)Cn1c(SCC(=O)Nc2ccc3c(c2)OCO3)nc2ccccc21 | 5%
CC(=O)C(Cc1ccccc1)NC(=O)CN1CCc2ccccc2C1 (stereo not drawn) | -11%
Cc1cccc(C)c1NC(=O)COC(=O)CSc1nnc(N)s1 | 4%
O=C(COc1ccccc1)NCc1n[nH]c(=S)n1-c1ccccc1 | 1%
COC(=O)c1cnn(-c2ccccc2)c1C(OC)OC | 2%[57.5 µM]
CCC(=O)NC(c1ccccc1Cl)c1c(O)ccc2ccccc12 (stereo not drawn) | 16%
O=C(O)CC(CC(=O)Nc1ccc(C(=O)O)cc1)c1ccccc1 (stereo not drawn) | -3%[57.5 µM]
COc1ccc(C(=O)N2CCC(c3ccccc3)CC2)c(OC)c1OC | -1%
Cc1ccc(NC2Nc3cc(C)nn3S2)c(C)c1 (stereo not drawn) | -2%
Cc1oc(-c2ccc3c(c2)OCCO3)cc1C(=O)NCC(=O)O | -17%
CCSc1nnc(Cn2c(=O)sc3ccccc32)n1-c1ccc(OC)cc1 | 6%
CCc1cccc2c3c([nH]c12)[C@@](CC)(CC(=O)O)OCC3 | -10%[25.7 µM]
COC(=O)CSc1nnc(-c2cccnc2)n1C | -2%
CN(C)c1ccc(C(=O)NCc2ccc3c(c2)CCO3)cc1 | -4%[57.5 µM]
CCC1=C2CC[C@H]3C(=O)N(CC)C(=O)[C@H]3[C@H]2[C@@]2(Cc3ccccc3)C(=NCC3CC3)OC(=O)N2C1=O | 2%
Nn1c(SCc2cccc(F)c2)nnc1-c1ccncc1 | -9%[57.5 µM]
Cc1ccc(NC(=O)c2cc(Cl)ccc2[N+](=O)[O-])cc1C | -2%
COc1ccc(CN2CCN(CCC(C)C)C(CCO)C2)cc1Cn1cccn1 (stereo not drawn) | 4%
Cc1cc(C)c(NC(=O)C2CCCN2CCC(C)C)c(C)c1 (stereo not drawn) | 9%
COc1ccc(C)cc1Nc1nnc(C)c(=O)[nH]1 | -3%
CCC1C(=O)c2ccccc2N(C)C1=O (stereo not drawn) | 7%
O=C1N/C(=C/c2cccn2-c2ccc(F)cc2)C(=O)N1Cc1ccccc1F | 0%
CC(=O)NC1(C(F)(F)F)NC(=O)N(c2ccc(F)cc2)C1=O (stereo not drawn) | 0%
Nc1ccc(S(=O)(=O)N2CCCC2)cc1Cl | 8%[57.5 µM]
OB(O)c1csc2ccccc12 | 1%
NC(=O)CC(NC(=O)Cc1ccc(Cl)cc1)c1ccc(NCc2ccccc2)c([N+](=O)[O-])c1 (stereo not drawn) | 0%[57.5 µM]
O=C(CSc1nnc(-c2cccnc2)n1Cc1ccccc1)NCc1ccccc1 | 2%
O=C(O)CS(=O)CC(=O)NCc1cccc(C(F)(F)F)c1 (stereo not drawn) | -3%
O=C(CSc1c2c(nc3ccccc13)CCCC2)NCc1ccco1 | 8%[57.5 µM]
COc1ccccc1CNC(=O)C1CCN(C(=O)NC2CCCCC2)CC1 | 5%
CCOC(=O)C1CC(c2ccc(Cl)cc2)=NNC1=O (stereo not drawn) | -8%
CNC(=O)C1CC(=O)N(CCc2ccc(OC)c(OC)c2)C(=Nc2ccc(F)cc2)S1 (stereo not drawn) | -6%
O=c1c2[nH]c3ccc(F)cc3c2ncn1Cc1ccncc1 | 5%[57.5 µM]
CC1(C)S[C@@H]2[C@H](NC(=O)[C@H](C(=O)O)c3ccsc3)C(=O)N2[C@H]1C(=O)O | -2%
Cc1ccc(Oc2cc(NC(=O)CCCn3nc([N+](=O)[O-])c(Cl)c3C)cc([N+](=O)[O-])c2)cc1 | -6%
CC1(C)Cc2c(c(N3CCOCC3)nc3sc(C(N)=O)c(N)c23)CO1 | -2%[57.5 µM]
CC(NCC(=O)Nc1cc(S(=O)(=O)N2CCCCCC2)ccc1Cl)c1ccccc1 (stereo not drawn) | -13%
COc1cccc(C(=O)COc2ccccc2-c2ccccc2)c1 | ?
COc1ccccc1Cn1c(C)nnc1-c1cnn(C)c1N | -1%
O=C(N/N=C/c1cccc(O)c1)c1ccc(NC(=O)c2cccc([N+](=O)[O-])c2)cc1 | -7%

4 of these compounds in a different format.
CNC(=O)C1CC(=O)N(CCc2ccc(OC)c(OC)c2)C(=Nc2ccc(F)cc2)S1 (stereo not drawn)
- ERK EGF inh = -6%

O=c1c2[nH]c3ccc(F)cc3c2ncn1Cc1ccncc1
- ERK EGF inh = 5%[57.5 µM]

CC1(C)S[C@@H]2[C@H](NC(=O)[C@H](C(=O)O)c3ccsc3)C(=O)N2[C@H]1C(=O)O
- ERK EGF inh = -2%

Cc1ccc(Oc2cc(NC(=O)CCCn3nc([N+](=O)[O-])c(Cl)c3C)cc([N+](=O)[O-])c2)cc1
- ERK EGF inh = -6%

Other results:
SMILES | ERK EGF inh
Cc1ncc(C[n+]2csc(CCO)c2C)c(N)n1 | -7%[25.7 µM]
O=C(OCCN1C(=O)c2cccc3c(N4CCOCC4)ccc(c23)C1=O)c1cccc(Cl)c1 | ?
COc1ccc(F)cc1C(=O)C1CCCN(Cc2c(C)n(C)n(-c3ccccc3)c2=O)C1 (stereo not drawn) | -12%
Cc1cccc(C)c1NC(=O)CN(c1ccccn1)S(=O)(=O)c1ccc(F)cc1 | -1%
CC(=O)c1cccc(N(C(=O)c2ccco2)C(C(=O)NC2CCCC2)c2ccc(N3CCOCC3)cc2)c1 (stereo not drawn) | 8%
O=C(CNC(=O)c1ccco1)OCc1ccc(C(=O)c2ccccc2)cc1 | -11%
CC(C)CN(CC(C)C)C(=O)Nc1ccccc1F | -2%
CN(C)S(=O)(=O)c1ccc(NC(=S)NC(=O)c2ccc(Br)o2)cc1 | 0%
CC(C)N1CCN(Cc2cnc(N3CCCC3)s2)CC1CCO (stereo not drawn) | -2%
COc1ccc(CCN(Cc2ccccn2)C(=S)Nc2ccccc2F)cc1OC | 4%
CCOc1ccc2nc(N/C(N)=N/C(=S)Nc3ccc(OC)cc3)nc(C)c2c1 | -16%
CCNC(=O)NC(=O)C(C)OC(=O)C(C)(C)Oc1ccc(Cl)cc1 (stereo not drawn) | -3%
COc1cccc(NC(=O)CC(c2ccc(OC(C)C)cc2)c2ccccc2OC)c1 (stereo not drawn) | -9%
Cc1ccc(CC(=O)N/N=C/c2ccc(OC(=O)c3ccc([N+](=O)[O-])cc3)cc2)cc1 | 0%
Cc1cc(N2CCCC2)nc2ccc(NC(=S)NC(C)C)cc12 | 10%
Cc1noc(COc2ccccc2OCc2onc(C)c2Cl)c1Cl | ?
CCN(CC)CCOC(=O)CCc1cccc2ccccc12 | 5%
CCC(=O)Nc1cccc(-c2csc(-c3ccccc3)n2)c1 | ?
O=C(Nc1ccc(N2CCN(C(=O)c3cccs3)CC2)cc1)c1cccnc1Cl | 2%
CCSCc1nnc(SCC(=O)Nc2ccc(OC)cc2)n1C | -3%

The list goes on, overlapping the part above by 5 compounds.
SMILES | ERK EGF inh
Cc1noc(COc2ccccc2OCc2onc(C)c2Cl)c1Cl | ?
CCN(CC)CCOC(=O)CCc1cccc2ccccc12 | 5%
CCC(=O)Nc1cccc(-c2csc(-c3ccccc3)n2)c1 | ?
O=C(Nc1ccc(N2CCN(C(=O)c3cccs3)CC2)cc1)c1cccnc1Cl | 2%
CCSCc1nnc(SCC(=O)Nc2ccc(OC)cc2)n1C | -3%
COc1cc(/C=C\C(=O)Nc2cc(=O)n(C)c(=O)n2C)cc(OC)c1OC | 0%
CC(C)c1ccc(OCc2ccc(C(=O)O)o2)cc1 | -4%[57.5 µM]
COC1C=CO[C@@]2(C)Oc3c(C)c(O)c4c(O)c(c(C=NN5CCN(C)CC5)c(O)c4c3C2=O)NC(=O)/C(C)=C\C=CC(C)C(O)[C@@H](C)C(O)C(C)[C@H](OC(C)=O)C1C (stereo partly drawn) | ?
O=C(CCc1ccc(Oc2cc([N+](=O)[O-])cc([N+](=O)[O-])c2)cc1)NC1CCCC1 | 2%
COc1cc(NC(=O)c2cccs2)c(OC)cc1NC(=O)CCC(=O)Nc1cccc2ncccc12 | -6%
COc1ccc(NC(=S)NCc2cccs2)cc1OC | -2%
CC1(C)C(c2ccccc2)=[N+]([O-])C2(CCCCC2=O)N1O (stereo not drawn) | 5%
CCCCNC(=S)NCc1ccc2c(c1)cc(C)n2C | 2%
CC(C)OC(=O)c1nn2c(C(F)(F)F)cc(-c3ccco3)nc2c1Cl | 8%
COc1ccccc1C(=O)NNC(=O)C(=O)NCc1ccccc1 | 0%
CC(=O)Oc1ccc(C(=O)Nc2cccc(-c3nnc(-c4ccco4)o3)c2)cc1 | 3%[57.5 µM]
CC(C)(C)OC(=O)N[C@@H](CCCCNC(=O)OCc1ccccc1)c1nnc([C@H](CCCCNC(=O)OCc2ccccc2)NC(=O)OC(C)(C)C)o1 | -11%[57.5 µM]

Screening data: PubChem, National Center for Advancing Translational Sciences (NCATS)
